AI-2 QS modul: modulates the Vibrio harveyi AI-2 quorum sensing system | Vibrio harveyi JMH597 AI-2 luminescence/OD600 ratio, 9 h; hits give low values; strain lacks LuxN and CqsS sensors; 0 = neutral-control median | activity change, % at 7.5 µM | hit rate 0.4% among 300,000 | AID 2094; in the data active = activity change below about -75%, passing the limit was not always enough; inconclusive = no clear call, values can overlap the other calls;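 also: luminescence divided by OD600 gain over 9 h not by final OD600 alone; inactives centre near 13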
Dyrk1A ADPGlo: blocks rat Dyrk1A kinase activity; ADP-Glo luminescence, NFATc1 peptide; inhibition, % at 12.5 µM; hit rate 0.43% among 310,000; AID 504441; in the data active = inhibition above about 50%;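 also: plate controls were vehicle with enzyme for no effect and no enzyme for full effect; many of its hits are not listed in these tables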
Platelet DG rel: platelet dense granule release activity. human platelet-rich plasma, SFLLRN dense granule ATP release, luminescence. inhibition, %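 (compounds screened at 7.5 µM in platelet-rich plasma)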. hit rate 0.22% among 300,000;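 active = mean replicate score, as percent of positive control, at or above 50; inconclusive = mean below 50 but at least one replicate at or above 50; inactive = mean and every replicate below 50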
HSF1 inhib: HSF1 inhibition; NIH3T3-HGL HSE-luciferase, MG132-induced, luminescence 8 h; hits give low values; activity change, negative = inhibition, % at 7.5 µM (by protocol); hit rate 0.77% among 300,000; AID 2098;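 active = more than half of replicate wells show activity change below -50%, luminescence cut by over half; inconclusive = some wells, but at most half, below -50%; inactive = no replicate well below -50%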;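 also: luciferase reports HSF-1 transcriptional activity via heat shock element; 0% = median of DMSO wells and -100% = zero luminescence signal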
HSF-1 act: increases HSF-1 driven luciferase reporter signal | NIH3T3-HGL HSF-1 luciferase reporter, MG132, 8 h; 100% = twice DMSO control signal | activation, % at 9 µM | AID 504408 | hit rate 1.7% among 300,000;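 active = mean replicate activation of at least 50% with a set share of replicates each reaching 50%; inconclusive = only one of those two conditions met; inactive = mean below 50% and too few replicates reaching it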;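 also: 0% = median of the neutral control wells and 100% = twice that signal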
GSK3B inh: inhibitors of human GSK3beta kinase | AID 2097 | activity score (negative = inhibition), % at 10 µM | hit rate 0.038% among 300,000 | GST-GSK3beta kinase, ADP-Glo luminescence, 60 min; hits give low values;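 active = more than half of replicate wells score below -50%, meaning over 50% inhibition versus plate controls; inconclusive = some replicates but at most half score below -50%; inactive = no replicate scores below -50%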;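 also: 0% = median DMSO wells and -100% = median GW8510 positive control wells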
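test system = GST-tagged human GSK3beta kinase, cell-free | reagent = 25 µM ATP with peptide substrate | dosing = one dose of 10 µM per compound | schedule = 60 min reaction, RT | detection = luminescent ADP-Glo measurement of ADP formed | control set = DMSO neutral wells and GW8510 at 20 µM as positive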
GSK3A inh: inhibitors of human GSK-3 alpha kinase; AID 2650; inhibition, % at 10 µM; ADP-Glo luminescence, 60 min; hit rate 0.1% among 320,000; P49840;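 in the data active = inhibition above about 50%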;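 also: GST-tagged GSK-3 alpha with peptide substrate and 25 µM ATP; 0% = DMSO neutral wells and 100% = GW8510 positive control wells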
Target sequence (P49840 whole entry, looked up): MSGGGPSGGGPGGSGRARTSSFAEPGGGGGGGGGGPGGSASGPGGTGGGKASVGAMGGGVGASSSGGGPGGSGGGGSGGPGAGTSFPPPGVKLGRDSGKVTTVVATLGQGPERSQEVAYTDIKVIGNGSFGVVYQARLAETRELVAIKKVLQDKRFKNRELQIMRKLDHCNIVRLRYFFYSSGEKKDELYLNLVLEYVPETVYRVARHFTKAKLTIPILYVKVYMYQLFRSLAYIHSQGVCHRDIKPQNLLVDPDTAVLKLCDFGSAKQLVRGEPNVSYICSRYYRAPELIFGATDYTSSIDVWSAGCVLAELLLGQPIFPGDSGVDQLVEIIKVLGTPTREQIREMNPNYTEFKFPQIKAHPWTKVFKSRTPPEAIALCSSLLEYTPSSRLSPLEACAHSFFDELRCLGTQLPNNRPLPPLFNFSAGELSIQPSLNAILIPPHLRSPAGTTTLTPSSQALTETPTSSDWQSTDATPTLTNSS
HSP90 inh: inhibitors of HSP90 luciferase refolding in rabbit reticulocyte lysate; luciferase refolding luminescence, 3 h; inhibition, % at 5.6 µM; hit rate 0.91% among 290,000; AID 1789;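 active = inhibition above the screen-wide mean plus 3 SD, computed separately per campaign, cut at about 16% in these data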;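 also: 0% = DMSO wells and 100% = 60 µM geldanamycin wells; inhibitors lower the luminescence because luciferase stays unfolded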
HDAC3 inh: human HDAC3 inhibition. O15379. recombinant HDAC3, fluorogenic peptide/trypsin coupled, fluorescence. inhibition, % at 8.3 µM. hit rate 0.15% among 320,000; in the data active = inhibition above about 26%, passing the limit was not always enough; inconclusive = no clear call, values can overlap the other calls
Target sequence (O15379 whole entry, looked up): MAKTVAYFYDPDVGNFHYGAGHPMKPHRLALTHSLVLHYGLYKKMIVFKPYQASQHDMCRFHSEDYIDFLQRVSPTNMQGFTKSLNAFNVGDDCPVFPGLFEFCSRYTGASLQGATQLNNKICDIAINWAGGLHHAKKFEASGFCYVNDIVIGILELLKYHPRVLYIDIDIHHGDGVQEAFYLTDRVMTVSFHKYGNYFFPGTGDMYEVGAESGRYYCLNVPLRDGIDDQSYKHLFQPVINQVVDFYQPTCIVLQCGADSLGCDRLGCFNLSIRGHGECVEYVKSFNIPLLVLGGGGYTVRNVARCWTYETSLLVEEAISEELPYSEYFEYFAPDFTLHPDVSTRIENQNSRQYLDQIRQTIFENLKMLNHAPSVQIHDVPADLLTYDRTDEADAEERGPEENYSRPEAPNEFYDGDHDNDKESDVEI
PolyA inh: yeast polyadenylation inhibition. S. cerevisiae SKY197-pL101 polyadenylation reporter, beta-gal luminescence; efflux-impaired pdr1/pdr3 knockout yeast; score 100 = 6 SD above DMSO. calls only at 12 µM. hit rate 0.02% among 300,000;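 active = lowest replicate activity score at least 50, where 100 means six control SD above control mean; inconclusive = lowest score under 50 but half or more replicates reach 50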;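 also: yeast exposed to compound for 9 h at 30 °C; higher score means more reporter readthrough which indicates perturbed polyadenylation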
Starred values were filed as active, the others as inactive; i = inactive; ? = inconclusive; nt = not tested or not shown. This is a subset; count on the stated rates, not on these rows.

SMILES | AI-2 QS modul | Dyrk1A ADPGlo | Platelet DG rel | HSF1 inhib | HSF-1 act | GSK3B inh | GSK3A inh | HSP90 inh | HDAC3 inh | PolyA inh
NC(=O)CNC(=O)[C@@H]1CC2(CC(c3ccc(Cl)cc3)=NO2)CN1C(=O)c1ccccc1 (some centres undefined) | 12.9 | 16.0 | 2.7 | -3.6 | -5.6 | -0.4 | 0.5 | -3.8 | 7.2 | i
CC(=O)Nc1nc2c(c3c1c(=O)oc1ccccc13)CCCC2 | 19.9 | nt | -3.0 | -5.0 | 1.2 | 4.5 | nt | 0.7 | nt | i
COc1ccc(Cl)cc1NC(=O)C1CCCN(c2cc(C)nc3ncnn23)C1 (centres undefined) | 4.0 | -0.6 | 0.4 | -0.7 | 5.4 | 0.4 | 0.6 | -1.2 | 9.6 | i
O=C(CS(=O)(=O)Cc1ccccc1)Nc1cccnc1 | 28.1 | 0.2 | 0.7 | -5.6 | -8.9 | -3.8 | 1.0 | 4.2 | -4.4 | i
CCOC(=O)c1cc2c(C)nn(-c3ccccc3)c2s1 | 2.6 | -2.2 | -2.7 | 1.4 | 3.7 | -4.0 | -1.6 | 4.2 | 12.0 | i
O=C1Nc2ccccc2Nc2ccc([N+](=O)[O-])cc21 | 1.5 | -0.8 | -6.1 | 5.4 | -6.7 | -1.7 | 1.2 | 1.5 | 2.3 | i
O=C(NCCC1=CCCCC1)C1CCC(=O)N(Cc2ccc(Cl)cc2)C1 (centres undefined) | 23.5 | -2.6 | -6.5 | 9.4 | 6.1 | -1.0 | -1.3 | -4.2 | -0.1 | i
CCC(C)(C)n1nnnc1C(c1cc2cc(OC)c(OC)cc2[nH]c1=O)N1CCc2ccccc21 (centres undefined) | 23.3 | 3.9 | -0.3 | -0.3 | 6.5 | -23.9 | 0.7 | 5.4 | -12.3 | i
Cc1ccccc1Nc1nnc(SCC2CCCCO2)s1 (centres undefined) | 12.5 | 3.4 | -0.5 | 27.1 | ? | -0.5 | -1.2 | 6.1 | 8.8 | i
c1ccc2sc(SN3CCOCC3)nc2c1 | 10.6 | 18.3 | 6.3 | 7.1 | 5.5 | 2.3 | 2.3 | -0.6 | 1.4 | i
Cc1cc(NC(=O)CCS(=O)(=O)c2ccc3c(c2)NC(=O)C(C)S3)ccc1Br (centres undefined) | nt | -3.9 | -9.6 | -0.5 | 5.8 | 0.1 | -2.5 | -4.4 | 0.2 | i
COC(=O)[C@@H]1C[C@H]2CC[C@H](O)C[C@H]2N1Cc1ccc(-c2ccccc2)cc1 | 5.0 | 8.0 | -0.1 | 1.0 | -8.6 | -0.9 | 0.4 | nt | 3.5 | i
COC(=O)C1CCN(c2cc(=O)n(C3CCCCC3)c(=O)[nH]2)CC1 | 21.0 | 5.3 | -0.2 | -5.8 | -4.1 | 0.4 | -1.4 | -1.3 | -2.4 | i
O=C1NC(c2ccncc2)Nc2sc3c(c21)CCCC3 (centres undefined) | 16.9 | 12.8 | 6.5 | -0.1 | 20.4 | -1.2 | 7.3 | -2.9 | 2.3 | i
CC(=O)NCCC(Cc1ccccc1)c1ccco1 (centres undefined) | 6.9 | -1.5 | 1.9 | -1.0 | -21.8 | -0.3 | -3.9 | -0.1 | 2.0 | i
CC(=O)c1cccc(NS(C)(=O)=O)c1 | 6.4 | -4.6 | -5.7 | -1.9 | 12.3 | 2.0 | -2.6 | 0.7 | -1.0 | i
COc1cccc(-n2nnnc2SCC(=O)NC2CCCC2)c1 | 17.4 | 5.0 | 2.5 | -0.3 | -1.7 | 0.3 | -0.9 | 3.1 | -5.6 | i
CSc1cccc(NC(=S)NCCCO)c1 | 20.6 | nt | 4.1 | -4.4 | -15.2 | -0.6 | -0.8 | 1.8 | -0.7 | i
COc1ccccc1/C=C1\SC(=S)N(CCC(=O)Nc2cc(C)on2)C1=O | 9.7 | -7.7 | 14.8 | 6.3 | 8.6 | -6.4 | -1.8 | -1.1 | 5.2 | i
CCOC(=O)c1[nH]c2c(c1C)C(=O)CC(c1ccc(OC)c(OC)c1)C2 (centres undefined) | 15.0 | 0.8 | -1.2 | -0.7 | 4.5 | 1.8 | -2.0 | -1.0 | 3.8 | i
Cc1nnc2n(-c3ccccc3)c(=O)c3c4c(sc3n12)CCCC4 | 49.7 | -3.6 | -2.6 | -4.7 | -0.4 | -1.6 | 2.0 | 3.0 | 1.4 | i
O=C(O)c1ccc(/C=N/Nc2ncc(Cl)cc2Cl)cc1 | 24.3 | 3.7 | 0.0 | -11.2 | -7.0 | -3.0 | -1.4 | -0.9 | 9.9 | i
Cc1ccc(C(O)P(=O)(OC2CCCCC2)OC2CCCCC2)cc1 (centres undefined) | 11.2 | 5.1 | -1.9 | 4.8 | -0.9 | 2.0 | -1.4 | 0.3 | 2.4 | i
CCn1ccc(C(=O)Nc2ncc(C)s2)n1 | 15.2 | 1.4 | 1.7 | 12.0 | 30.7 | -4.1 | 2.3 | 0.8 | 6.0 | i
CCCCCCCn1c2c(c(=N)c3c1CCC3)CCCC2 | 8.2 | -1.1 | 0.7 | 12.9 | 7.1 | -2.8 | nt | 3.2 | nt | i
SMILES | AI-2 QS modul | Dyrk1A ADPGlo | Platelet DG rel | HSF1 inhib | HSF-1 act | GSK3B inh | GSK3A inh | HSP90 inh | HDAC3 inh | PolyA inh
O=C(Nn1cnnc1)C1Cc2ccccc2CN1S(=O)(=O)c1ccc(F)cc1 (centres undefined) | 7.7 | 0.9 | 1.2 | -12.8 | -17.0 | 1.2 | -3.2 | 0.2 | ? | i
Cc1cc(C)nc(NC(=O)CN2C(=O)c3ccccc3C2=O)n1 | 17.1 | 9.5 | 0.4 | -5.7 | -7.3 | 0.7 | -0.1 | -0.1 | 0.3 | i
COC(=O)c1cc(Br)c(=O)n(Cc2ccc(C(=O)O)cc2)c1 | 24.9 | -3.3 | 4.4 | 5.2 | -7.2 | -0.5 | 1.1 | 0.9 | 3.7 | i
COc1cc2c(C#N)c(N3CCc4ccccc4C3)nc(N)c2c(N)n1 | 33.5 | 14.4 | 2.1 | 8.2 | 14.3 | -0.3 | -5.7 | 4.8 | 2.5 | i
COc1ccc(S(=O)(=O)N(Cc2ccccc2)c2ccccc2C(=O)Nc2ccccc2C(=O)NCc2ccco2)cc1 | -2.0 | -1.1 | 3.7 | 1.9 | 23.8 | 0.2 | 0.2 | 8.5 | 10.2 | i
CCn1nccc1C(=O)Nc1cc(Cl)ccc1Cl | 5.2 | 3.5 | -46.6 | -4.8 | -6.7 | 0.1 | -0.7 | -1.5 | 1.2 | i
CCOC(=O)N=Nc1c(O)n(CC)c2ccccc12 | 21.0 | 0.9 | 6.7 | -5.1 | -5.7 | -1.2 | 1.0 | 0.9 | nt | i
CCc1nc(SCc2ccc([N+](=O)[O-])cc2)n[nH]1 | 8.1 | 0.1 | 2.0 | 9.8 | 17.9 | 0.8 | -7.7 | 0.1 | 1.8 | i
COc1cccc(CN2CC(C(=O)NCCCc3ccc(C)cc3)CCC2=O)c1 (centres undefined) | 6.7 | 0.3 | -7.5 | 9.0 | 11.4 | -1.0 | 0.3 | -3.6 | -15.4 | i
Cc1ccccc1N=Nc1c(O)n(C)c2ccccc12 | 9.3 | nt | 2.7 | -4.7 | -1.8 | 0.2 | -2.6 | 2.0 | -5.4 | i
COc1ccc(OC)c(NC(=O)c2cccc(S(=O)(=O)N3CCN(C(C)=O)CC3)c2)c1 | 11.9 | -4.7 | 1.1 | 12.5 | 49.7 | -0.2 | -1.6 | 0.8 | 0.5 | i
CC(CN(C)Cc1ccccc1)OC(=O)c1cccc(F)c1 (centres undefined) | 15.5 | 5.7 | 15.1 | 0.6 | -5.7 | 2.7 | -0.6 | -3.1 | 10.1 | i
C=CCN(c1ccc(C(=O)Nc2cc(C)cc(C)c2)cc1)S(C)(=O)=O | 16.0 | 0.4 | 4.5 | -6.7 | 4.9 | 1.3 | -6.5 | 2.5 | -1.5 | i
Cc1ccc(NC(=O)C(OC(=O)c2cc(C)oc2C)c2ccccc2)cc1 (centres undefined) | 22.3 | 1.8 | 2.1 | 9.4 | 19.6 | -1.3 | 1.5 | 2.0 | 4.9 | i
CN1C(C(=O)NCc2ccccc2)CC2Cn3c(nc4cc5ccccc5cc43)C21 (centres undefined) | 17.0 | 4.2 | -5.7 | -3.2 | -12.2 | -2.1 | -0.8 | nt | 2.3 | i
O=C(COC(=O)c1cccc(Cl)c1)Nc1ccc2[nH]c(=O)[nH]c2c1 | 17.3 | -8.1 | -8.9 | -4.1 | 9.5 | 1.7 | 0.9 | nt | 8.5 | i
O=[N+]([O-])c1cccc(/C=N/Nc2cc(N3CCOCC3)ncn2)c1 | 9.9 | -1.4 | -4.2 | 2.1 | -4.2 | 1.2 | 2.4 | -2.5 | 9.3 | i
Cc1ccc(N=Nc2ccc(N)cc2C)c(S(N)(=O)=O)c1 | 11.1 | -2.6 | 2.0 | 4.4 | 8.9 | -2.1 | -3.3 | 1.3 | 5.9 | i
COc1cc(OC)cc(C(=O)NCC(=O)OCC(=O)NC(C)(C)C)c1 | 29.6 | -3.4 | 3.6 | -3.1 | -0.2 | 1.7 | -0.6 | 0.1 | -1.2 | i
O=C(Nc1ccccn1)c1ccc([N+](=O)[O-])cc1Cl | 8.0 | 4.6 | 5.3 | 9.9 | 26.2 | -0.9 | -1.3 | -1.6 | -7.1 | i
N#C/C(=C\c1cccnc1)c1ccccn1 | 15.4 | -4.6 | 5.4 | 5.9 | 11.9 | 0.1 | -0.2 | 2.7 | 4.0 | i
O=C(NC1CCC(NC(=O)C2CCCO2)CC1)C1CCCO1 (centres undefined) | 18.2 | nt | -2.7 | -7.0 | -3.9 | -0.2 | nt | 1.1 | nt | i
CC(C)CC(NC(=O)c1ccc(Cl)cc1)C(=O)OCc1cc([N+](=O)[O-])cc2c1OCOC2 (centres undefined) | 13.8 | 2.5 | 7.3 | 0.0 | 4.4 | 2.8 | 0.5 | 3.8 | -17.8 | i
O=C(CC1Sc2ccccc2NC1=O)Nc1cccc(C(=O)O)c1 (centres undefined) | 5.0 | -0.4 | -12.1 | -6.9 | 6.1 | 1.1 | 0.3 | -6.8 | -1.3 | i
CCOc1ccc(NS(=O)(=O)c2c(C(=O)N3CCCCCC3)c(C)n(C)c2C)cc1 | 2.5 | -2.5 | 2.4 | 3.4 | 6.4 | -1.4 | 0.5 | 1.2 | 2.9 | i
Cc1ccc(CN2C(=O)C3CCCN3c3ccc(S(=O)(=O)N4CCOCC4)cc32)cc1 (centres undefined) | 9.2 | nt | 1.9 | -6.4 | -7.6 | -4.7 | -0.4 | 1.4 | 4.3 | i
COc1ccc(NC(=O)c2cccc(N3C(=O)C4C5C=CC(C5)C4C3=O)c2)cc1 (centres undefined) | 3.3 | 1.4 | 0.9 | 6.5 | -21.8 | 2.1 | -1.6 | -1.9 | -3.7 | i

Assay outcomes as filed in PubChem BioAssay.
